# Epigenetic derep: regulators of epigenetic silencing causing reporter derepression in mouse cells | murine LDR cells, GFP reporter derepression, 30 h | Potency, µM (series often up to 53.9 µM), for inactives: top-dose GFP activation, most hits filed as activators | hit rate 0.2% among 280,000 | AID 1865; also: potency is read from the fitted curve at half-maximal effect; % of control where 0% means no effect; nearly all actives have a fitted effect of over 60% in size
#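 GFP-positive cell count by laser-scanning cytometry (objects 20–120 um) after 30 h, 37 C compound exposure of murine LDR cells; reporter is CMV-GFP integrated at a silenced locus, inducible by HDAC or DNMT inhibitors.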
# L3MBTL1 block: L3MBTL1 (human) inhibition | Q9Y468 | Potency, µM (titrated, usually from 57.1 µM), inactives show top-dose activity, negative = inhibition, most hits filed as inhibitors | AlphaScreen L3MBTL1–H3K9me1 peptide binding | hit rate 0.66% among 230,000; also: potency is read from the fitted curve at half-maximal effect; % is scaled to controls: 0 for no effect and ±100 for the full control effect; nearly all actives have a fitted effect of over 60% in size
#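 Displacement of a biotinylated histone H3(1-15) peptide monomethylated at Lys9 (75 nM) from L3MBTL1 (50 nM) was measured by AlphaScreen after a 30 min room-temperature compound incubation; cefsulodin titration served as intraplate control.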
# NPSR antag: blocks cAMP signaling of the human neuropeptide S receptor; CHO-NPSR cells, cAMP TR-FRET, antagonist mode; AID 1461; Potency, µM (titrated, usually from 38.3 µM), without a hit: at the highest dose activity change, negative = inhibition, hits mostly inhibitors; hit rate 1% among 220,000; Q6W5P4; also: potency is read from the fitted curve at half-maximal effect; % is scaled to controls: 0 for no effect and ±100 for the full control effect; nearly all actives have a fitted effect of over 50% in size; many of its hits are not listed in these tables
# Target sequence (Q6W5P4 whole entry, looked up): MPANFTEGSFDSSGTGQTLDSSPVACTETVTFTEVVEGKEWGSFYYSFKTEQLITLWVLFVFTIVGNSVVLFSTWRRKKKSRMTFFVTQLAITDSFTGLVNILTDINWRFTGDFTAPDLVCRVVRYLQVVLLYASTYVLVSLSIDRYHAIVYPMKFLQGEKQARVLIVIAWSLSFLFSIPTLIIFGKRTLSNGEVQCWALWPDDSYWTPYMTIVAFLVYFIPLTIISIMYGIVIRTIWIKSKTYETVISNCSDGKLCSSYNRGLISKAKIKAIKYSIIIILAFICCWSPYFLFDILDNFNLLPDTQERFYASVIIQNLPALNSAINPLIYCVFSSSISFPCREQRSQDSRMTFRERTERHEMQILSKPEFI
# KinaseGlo FLuc: blocks Kinase-Glo luciferase, a counter-screen artifact; Q27757; AID 1379; hit rate 0.28% among 200,000; Potency, µM (doses to about 38.3 µM), for the others: top-dose activity change, negative = inhibition, actives largely listed as inhibitors; Kinase-Glo luciferase, ATP luminescence, 8 min; also: potency is read from the fitted curve at half-maximal effect; % is scaled to controls: 0 for no effect and ±100 for the full control effect; nearly all actives have a fitted effect of over 60% in size
#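 Luminescence was the read-out, taken after 8-minute incubation at ambient temperature. Luciferase turned over luciferin with 10 uM ATP in imidazole pH 7.2 buffer containing KCl, MgCl2, Tween 20 and BSA.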
# HTT aggregate: inhibitors of mutant huntingtin aggregate formation in PC12 cells; PC12 HttQ103-GFP aggregates, Acumen cytometry, 40 h; Potency, µM (doses to about 46.1 µM), without a hit: top-dose activity change, negative = inhibition, most hits filed as inhibitors; hit rate 1.1% among 220,000; also: potency is read from the fitted curve at half-maximal effect; % is scaled to controls: 0 for no effect and ±100 for the full control effect; nearly all actives have a fitted effect of over 60% in size
#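 PC12 cells stably carrying ecdysone-inducible HTT exon 1 Q103–GFP were induced with tebufenozide (100 nM final) and treated with library compounds in titration. GFP aggregates in lysates were counted by laser scanning cytometry.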
# IMPase Li inh: membrane-permeable IMPase blocker, potentiated with lithium | CHO-M1 cells, IP1 TR-FRET (IP-One), carbachol + lithium | Potency, µM (titrated, usually from 59.4 µM), inactives show at the highest dose activity, negative = IMPase inhibition, usual class: inhibitors | hit rate 0.35% among 210,000;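 also: IP1 builds up when IMPase is blocked and the TR-FRET signal falls; potency is read from the fitted curve at half-maximal effect; plate controls were basal vehicle for no effect and high inhibitor control for full effect; nearly all actives have a fitted effect of over 50% in size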
#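 CHO-M1, 2000 cells/well, 16–30 h culture; cpd + low Li+, 30 min 37C; lysis with d2-IP1/Eu-anti-IP1 Ab, 10 min RT; TR-FRET 665/620 ratio and 620 channel; AC50 via Hill.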
# CBFb RUNX1 block: inhibitors of human CBF-beta and RUNX1 interaction | Q01196+Q13951 | AlphaScreen CBFb-His/RUNX1-biotin binding, biochemical | Potency, µM (series often up to 59.8 µM), for inactives: top-dose activity, negative = inhibition, actives largely listed as inhibitors | 230,000 tested, under 10 active; also: % of control where 0% means no effect
# Target sequence (Q01196 whole entry, looked up): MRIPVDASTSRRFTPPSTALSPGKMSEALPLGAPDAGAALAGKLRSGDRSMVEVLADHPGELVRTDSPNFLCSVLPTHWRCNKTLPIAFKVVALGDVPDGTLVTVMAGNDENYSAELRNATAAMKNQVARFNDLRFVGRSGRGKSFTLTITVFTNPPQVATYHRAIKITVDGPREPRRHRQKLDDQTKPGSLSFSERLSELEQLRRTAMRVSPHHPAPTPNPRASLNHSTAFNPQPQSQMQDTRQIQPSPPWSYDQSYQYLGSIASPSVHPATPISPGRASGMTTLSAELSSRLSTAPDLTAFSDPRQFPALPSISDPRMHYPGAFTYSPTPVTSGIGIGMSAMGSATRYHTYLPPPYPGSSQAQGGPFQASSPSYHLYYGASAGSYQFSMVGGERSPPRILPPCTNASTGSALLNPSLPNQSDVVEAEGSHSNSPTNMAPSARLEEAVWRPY
# Target sequence (Q13951 whole entry, looked up): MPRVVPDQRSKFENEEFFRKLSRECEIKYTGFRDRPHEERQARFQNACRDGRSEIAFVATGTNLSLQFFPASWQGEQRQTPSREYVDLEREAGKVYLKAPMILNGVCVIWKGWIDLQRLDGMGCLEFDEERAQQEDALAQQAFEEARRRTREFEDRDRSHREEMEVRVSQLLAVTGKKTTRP
#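 Proteins preincubated together for 20 min at RT before compound addition; 15 min later, nickel and streptavidin beads were added and left 90 min prior to AlphaScreen measurement.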
# * = called active by the depositor; ? = inconclusive; nt = no result given; [ ] = another dose, or the depositor's remark. Calls follow the shape of the dose curve; as a rule, active = well fitted curve in the direction sought with a large enough effect; inconclusive = small, poorly fitted or top-dose-only effect, or another doubt; inactive = no such curve, though single readings can be large; an effect the other way counts as inactive or inconclusive.
SMILES,Epigenetic derep,L3MBTL1 block,NPSR antag,KinaseGlo FLuc,HTT aggregate,IMPase Li inh,CBFb RUNX1 block
CCN(CC)S(=O)(=O)c1ccc2[nH]cc(C(=O)NCCCN3CCCCC3C)c(=O)c2c1 (stereo unspecified),-2.3%,nt,-5%[46.1 µM],3%,14%,41%[activator][38.3 µM],1%
O=C1C2ON(c3ccc(Br)cc3)C(c3cccnc3)C2C(=O)N1C1CCCCC1 (stereo unspecified),-4.6%,5%,-6%[46.1 µM],0%,9%,8%,11%
CC(C)N1CCN(Cc2cnc(-c3ccccc3)s2)CC1CCO (stereo unspecified),-0.7%,-3%,30%,nt,-13%[9.22 µM],nt,6%
O=C1c2ccccc2C(=O)N1CCN1CCOCC1,-4.1%,nt,7%[46.1 µM],-3%,4%,-1%[38.3 µM],-2%
COc1ccc(CNC(=O)C2CCC(CNc3c(N4CCCCC4)c(=O)c3=O)CC2)cc1 (stereo unspecified),0.0%,nt,-3%,nt,-7%[9.22 µM],nt,8%
CCOc1nc(N2CCCCC2)nc(-n2cc(-c3ccccc3)nn2)n1,-0.6%,3%,?,-1%,20%,10%[38.3 µM],2%
CC(C)C(=O)Nc1nnc(SCc2cccc(F)c2)s1,-1.2%,24%,-1%,3%,-14%,-4%,8%
O=C(c1ccc(Cl)cc1)N(Cc1ccc(Br)cc1)N1C(=O)CCC1=O,-0.9%[10.1 µM],9%,-10%,2%,6%[9.22 µM],14%,0%
O=C1NNC(c2ccccc2)=N/C1=C\c1ccco1,-0.3%,?,20%,nt,0%[9.22 µM],nt,?
Cc1ccc(-c2nc(-c3ccccc3)no2)c(Cl)c1,1.9%,31%[activator],?,?,-2%,17%[38.3 µM],2%
Cc1ccc2c(CC(=O)OCc3csc(C)n3)coc2c1,0.1%,14%,8%[46.1 µM],3%,7%,4%,6%
CCCN1CCN(C(=S)Nc2ccc(S(N)(=O)=O)cc2)CC1,0.0%,nt,13%,nt,-23%,-8%,2%
COC(=O)c1ccc(-c2sc3nc(N4CCOCC4)c4c(c3c2N)CCCC4)o1,2.1%,nt,-15%[46.1 µM],-1%,5%,-5%[38.3 µM],?
O=C(O)c1cc(-c2ccco2)nc2cc3ccccc3cc12,0.2%,10µM*,3%,nt,3%[9.22 µM],nt,?
Cc1nnc(SCc2nnc(-c3ccc(Cl)cc3)o2)n1-c1ccccc1,8.5%,0%,-5%[7.67 µM],-1%,-9%,-1%[38.3 µM],9%
CN(C)Cc1ccccc1-c1nc(NCc2ccccc2)c2ccccc2n1,0.5%,nt,nt,-4%,nt,7%,nt
Cc1cccc(C)c1NC(=O)CCCSc1nnc(-c2ccc(Cl)cc2)n1-c1ccccc1,-1.1%,-10%,-38%,2%,?,21%,-6%
CCOC(=O)N1CCN(C(=O)CN(C2CCCCC2)S(=O)(=O)c2c(C)cc(C)cc2C)CC1,-4.5%,nt,-19%[46.1 µM],0%,7%[9.22 µM],9%[38.3 µM],0%
CCN(CC)C(=O)c1sc(NC(=O)c2cc(-c3ccc(C)s3)nc3ccccc23)c(C(=O)OC)c1C,-1.1%,1%,?,-4%,0%,-11%[38.3 µM],5%
CC(=O)Nc1ccc(C(=O)OCC(=O)N(Cc2ccccc2)C(C)(C)C)cc1,-1.4%,nt,-17%[46.1 µM],-3%,9%,10%[38.3 µM],3%

# Only L3MBTL1 block and NPSR antag, for two of the compounds above:
SMILES | L3MBTL1 block | NPSR antag
CC(C)N1CCN(Cc2cnc(-c3ccccc3)s2)CC1CCO (stereo unspecified) | -3% | 30%
O=C1c2ccccc2C(=O)N1CCN1CCOCC1 | nt | 7%[46.1 µM]

# Remaining list, next part:
SMILES,Epigenetic derep,L3MBTL1 block,NPSR antag,KinaseGlo FLuc,HTT aggregate,IMPase Li inh,CBFb RUNX1 block
Cc1ccc(CNC(=O)C(NS(=O)(=O)c2cccc3nsnc23)c2ccccc2)cc1 (stereo unspecified),0.3%,7%,5%,17%,16%,1%,0%
Cc1cc(C)cc(C(=O)NC(CC(N)=O)c2ccc(NC3CCCCC3)c([N+](=O)[O-])c2)c1 (stereo unspecified),1.6%,nt,8%,nt,25%[9.22 µM],nt,-1%
COC(=O)/C=C1\N/C(=N\c2nc(C)cc(C)n2)N(c2ccc(C)cc2)C1=O,0.0%,5%,8%,-2%,15%,0%,0%
COc1cc(C(=O)Oc2cc(C)cc(C)c2)cc(OC)c1OC,4.7%,5%,-14%[46.1 µM],-4%,-8%,13%,14%
COC(=O)C1=C(C)OC(N)=C(C#N)C1c1cc(OC)ccc1OC (stereo unspecified),-1.3%,2%,-9%[46.1 µM],-2%,6%,-5%[38.3 µM],-2%
CCc1nc2ccc(C(=O)Nc3nnc(C)s3)cc2nc1CC,-3.6%,2%,-15%,-1%,20%,-4%,-3%
CS(=O)(=O)c1ccc(Cl)c(NC(=O)Nc2ccccc2)c1,0.2%,-6%,13%,nt,-8%[9.22 µM],nt,-1%
CC(=O)Nc1ccc(S(=O)(=O)NC(CC(=O)NC2CCCCC2C)C(C)C)cc1 (stereo unspecified),0.9%,2%,-11%[46.1 µM],-3%,22%,3%,0%
COc1ccc(/C=N/NC(=O)c2ccc(Cl)c(S(N)(=O)=O)c2)cc1OCC(N)=O,0.0%,-10%,11%,nt,-17%[9.22 µM],nt,-1%
COc1cc(NC(=O)c2ccco2)ccc1NC(=O)C(C)C,-2.3%,nt,-9%[46.1 µM],2%,-12%[1.84 µM],9%[38.3 µM],0%
Cc1cc(C)n(-c2nc3ccccc3nc2N2CCN(C(=O)c3ccccc3)CC2)n1,-1.1%,9%,-20%[46.1 µM],2%,-17%,35%[38.3 µM],9%
COc1ccc(/C=N\NC(=O)CCN2CCN(c3ccccc3)CC2)cc1OC,-1.2%,1%,-8%[46.1 µM],-4%,9%,2%[38.3 µM],2%
COc1cccc2c(=O)n(CC(=O)N3CCC(C)CC3)ccc12,-0.8%,1%,-8%[46.1 µM],5%,0%,11%[38.3 µM],9%
FC(F)(F)C12CC(c3ccccc3)=NCCN1CCN2 (stereo unspecified),-0.9%,-1%,-16%[46.1 µM],2%,6%,1%[38.3 µM],0%
CCN(CC)c1ccc2cc(C(=O)Nc3ccc(-n4cnnn4)c(OC)c3)c(=O)oc2c1,?,2%,-2%[46.1 µM],3%,-6%,-1%[38.3 µM],4%
O=C(O)/C=C/c1cn(-c2ccccc2)nc1-c1ccc(-c2ccc([N+](=O)[O-])cc2)o1,0.1%,-9%,59%,nt,1%[9.22 µM],nt,5%
Cc1ccc(C(=O)/C=C/c2ccc(-c3ccccc3[N+](=O)[O-])o2)cc1,0.0%,-19%,-20%[46.1 µM],-1%,-5%,6%,?
O=C(N/N=C/c1cccnc1)C12CC3CC(CC(C3)C1)C2,-3.2%,nt,-6%,0%,-8%,11%,4%
COc1ccc(C(C(=O)NC2CCCCC2)N(CC2CCCO2)C(=O)CNC(=O)c2ccco2)cc1 (stereo unspecified),-0.8%,9%,-4%[46.1 µM],-4%,19%,-1%[38.3 µM],0%
O=C(Nc1nnc(C2CCCC2)s1)C1CCN(S(=O)(=O)c2ccc(Cl)cc2)CC1,0.0%,1%,-17%[46.1 µM],8%,4%,-2%,2%

# Records listed above that bear a hit mark in L3MBTL1 block:
Molecule	Epigenetic derep	L3MBTL1 block	NPSR antag	HTT aggregate	IMPase Li inh	CBFb RUNX1 block
O=C(O)c1cc(-c2ccco2)nc2cc3ccccc3cc12	0.2%	10µM*	3%	3%[9.22 µM]	nt	?

# More compounds:
SMILES,Epigenetic derep,L3MBTL1 block,NPSR antag,KinaseGlo FLuc,HTT aggregate,IMPase Li inh,CBFb RUNX1 block
O=C(N/C=N/OCc1cccc(C(F)(F)F)c1)N1OC[C@@H]2COc3ccc4ccccc4c3[C@@H]21,-0.8%,nt,-12%[46.1 µM],-1%,2%,32%[38.3 µM],-4%
CCC(C)(C)NC(=O)c1ccc(Br)o1,-1.8%,1%,14%,-1%,-3%,-3%,-8%
COc1ccc(C)cc1N/C(N)=N/c1nc(C)cc(C)n1,0.0%,27%,8%,-1%,?,8%,-5%
COc1ccc(OCc2nn3c(-c4ccccn4)nnc3s2)cc1,-5.6%,-10%,-10%[46.1 µM],nt,8%,nt,2%
COc1ccc(NC(=O)/C(C#N)=C/c2ccc(OCc3ccccc3F)cc2)cc1,-1.1%,3%,18%,-1%,-12%,10%,-14%
O=C(c1ccccc1)c1sc(N2CCOCC2)nc1-c1ccccc1,-3.7%,25%,-40%,2%,-14%,14%,9%
OCC1(Cc2ccccc2)CCN(Cc2ccccn2)CC1,-0.1%,3%,-1%,-1%,41%[9.22 µM],5%,5%
Cc1cc(C)n(CCN(C)C(=O)CCc2nnc(-c3ccc4c(c3)OCO4)o2)n1,-2.8%,15%,-15%,1%,14%[9.22 µM],0%,3%
Cc1csc(NC(=O)CN2C(=O)c3ccccc3C2=O)c1C(N)=O,2.1%,nt,11%,nt,5%[9.22 µM],nt,7%
CN(C)CCCNCCNC(=O)/C=N\O,-1.2%,-7%,-4%[46.1 µM],1%,?,5%[38.3 µM],-1%

# Of the compounds above, 5 contain two or more sulfur atoms:
SMILES,Epigenetic derep,L3MBTL1 block,NPSR antag,KinaseGlo FLuc,HTT aggregate,IMPase Li inh,CBFb RUNX1 block
CC(C)C(=O)Nc1nnc(SCc2cccc(F)c2)s1,-1.2%,24%,-1%,3%,-14%,-4%,8%
CCCN1CCN(C(=S)Nc2ccc(S(N)(=O)=O)cc2)CC1,0.0%,nt,13%,nt,-23%,-8%,2%
CCN(CC)C(=O)c1sc(NC(=O)c2cc(-c3ccc(C)s3)nc3ccccc23)c(C(=O)OC)c1C,-1.1%,1%,?,-4%,0%,-11%[38.3 µM],5%
Cc1ccc(CNC(=O)C(NS(=O)(=O)c2cccc3nsnc23)c2ccccc2)cc1 (stereo unspecified),0.3%,7%,5%,17%,16%,1%,0%
O=C(Nc1nnc(C2CCCC2)s1)C1CCN(S(=O)(=O)c2ccc(Cl)cc2)CC1,0.0%,1%,-17%[46.1 µM],8%,4%,-2%,2%

# Following part
SMILES,Epigenetic derep,L3MBTL1 block,NPSR antag,KinaseGlo FLuc,HTT aggregate,IMPase Li inh,CBFb RUNX1 block
COc1ccccc1CNC(=O)c1ccc(OC(C)C)cc1,-0.4%,11%,-13%,0%,10%,8%,-2%
N#Cc1c(Cl)nc(N/N=C/c2ccccc2)c(Cl)c1Cl,0.9%,-15%,-13%,-4%,8%,0%,4%
Cc1nnc2c3ccccc3c(-c3cccs3)nn12,-1.9%,-1%,-1%,1%,3%,15%,7%
O=C1NCCN/C1=C\C(=O)c1ccc(Cl)cc1,2.3%,-14%,-6%,nt,9%[9.22 µM],nt,0%
CCN(C(=O)CN1C(=S)NC(C)(C)CC1C)c1ccc(C)c(C)c1 (stereo unspecified),11%,?,-33%,-2%,22%,10%,-7%

# Some of the compounds tested; rates above refer to the full screens.
